Source: PubChem
UHRF1 MBD2 ctr: UHRF1 methylated DNA binding inhibitors, primary screen, counter-screen for MBD2 inhibitor project, biochemical, TR-FRET, human UHRF1, single concentration. E3 ubiquitin-protein ligase UHRF1 (Homo sapiens), Q96T88. 370,000 tested, 0.75% active. UHRF1 binding to methylated oligo. AID 687016, 2013. inhibition, % at 4.4 µM; in the data active = inhibition above about 21%;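 also: UHRF1 SRA domain binding a hemimethylated CpG hairpin DNA probe; 0% = median of test compound wells and 100% = reference inhibitor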
Target sequence (Q96T88 whole entry, looked up, the tested form may be a part): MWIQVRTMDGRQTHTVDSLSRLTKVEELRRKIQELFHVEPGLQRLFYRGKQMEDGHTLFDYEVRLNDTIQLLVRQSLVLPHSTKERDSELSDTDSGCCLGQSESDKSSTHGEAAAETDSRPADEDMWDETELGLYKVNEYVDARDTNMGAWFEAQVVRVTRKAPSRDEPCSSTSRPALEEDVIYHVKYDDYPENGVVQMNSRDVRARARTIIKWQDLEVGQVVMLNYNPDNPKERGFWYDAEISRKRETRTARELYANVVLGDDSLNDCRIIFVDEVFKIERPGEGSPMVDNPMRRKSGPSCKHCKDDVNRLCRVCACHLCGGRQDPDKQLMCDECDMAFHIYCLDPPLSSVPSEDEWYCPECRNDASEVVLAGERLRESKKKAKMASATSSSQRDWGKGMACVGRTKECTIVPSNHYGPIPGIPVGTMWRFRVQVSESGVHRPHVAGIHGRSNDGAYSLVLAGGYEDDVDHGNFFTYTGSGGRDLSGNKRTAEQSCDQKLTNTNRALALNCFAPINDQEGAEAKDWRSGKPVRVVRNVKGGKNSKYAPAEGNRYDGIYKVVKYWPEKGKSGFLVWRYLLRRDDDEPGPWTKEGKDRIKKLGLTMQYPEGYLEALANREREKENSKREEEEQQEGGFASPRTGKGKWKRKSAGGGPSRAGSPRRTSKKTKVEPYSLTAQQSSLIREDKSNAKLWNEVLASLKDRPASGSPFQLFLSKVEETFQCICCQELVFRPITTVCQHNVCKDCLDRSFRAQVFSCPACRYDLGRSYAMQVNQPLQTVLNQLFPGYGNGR
rCAG binder: binders of r(CAG) RNA repeats, primary screen, biochemical, fluorescence | AID 651821, 2012 | r(CAG) RNA repeat, TO-PRO-1 dye displacement fluorescence | 370,000 tested, 1.3% active | inhibition, % at 3 µM;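 active = inhibition above the plate cutoff, the mean of all test compounds on that plate plus 3 SD, cut at about 35% in these data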;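 also: 0% = DMSO alone and 100% = 100 µM mitoxantrone as full dye displacement; higher means more dye released from RNA so lower well fluorescence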
NPR1 activator: GC-A stimulated cGMP production enhancers – HEK293 GC-A cells, cGMP TR-FRET, EC30 ANP, primary screen; AID 1671463, 2021; activation, % at 10 µM; 0% at EC30 ANP, 100% saturating ANP; 370,000 tested, 0.14% active; in the data active = activation above about 40%
mABHD4 FP: ABHD4 inhibitors, primary screen, biochemical, fluorescence polarization, mouse; (Lyso)-N-acylphosphatidylethanolamine lipase (Mus musculus), Q8VD66; purified mABHD4, FP-Rh probe fluorescence polarization; inhibition, % at 8.92 µM; 370,000 tested, 0.54% active;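 active = inhibition exceeding the mean over every tested compound plus 3 SD, cut at about 30% in these data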;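 also: 0% = plate median of compound wells and 100% = S159A mutant with DMSO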
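Assay system: mouse ABHD4 enzyme, wild type / Also added: fluorescent activity-based probe FP-Rh / Doses: single nominal dose of 8.92 µM, 0.89% DMSO final / Timing: 45 min compound pre-incubation plus 60 min probe step, 25 °C / Signal: FP readout, ex 525 nm / em 598 nm / Control set: S159A mutant/DMSO as 100%, compound-well median as 0%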
HTRA1 inhibitor: HTRA1 serine protease inhibitors, primary screen, biochemical, fluorescence polarization, HTS | recombinant HTRA1, FP-rhodamine activity-based probe | inhibition, % at 5.96 µM | 340,000 tested, 0.5% active; in the data active = inhibition above about 36%;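 also: 0% = enzyme with DMSO and 100% = wells lacking enzyme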
MBD2 DNA inh: inhibitors of MBD2 binding to methylated DNA, primary screen, biochemical, TR-FRET, DNA-binding domain, human | Methyl-CpG-binding domain protein 2 (Homo sapiens), Q9UBB5 | MBD2 binding to methylated oligonucleotide | 370,000 tested, 0.31% active | inhibition, % at 4.4 µM; in the data active = inhibition above about 13%
TCR CD3 inh: inhibitors of human TCR-CD3 interaction, primary screen, biochemical, fluorescence, TAMRA-labeled TCR probe; AID 651800, 2012; T-cell receptor (TCR); inhibition, % at 9.4 µM; 360,000 tested, 0.37% active; in the data active = inhibition above about 19%;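 also: recombinant mutant TCR 2C K166C tagged with TAMRA read by polarization; 0% = receptor in buffer alone and 100% = receptor with positive control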
PRMT1 inh: PRMT1 methyltransferase inhibitors, primary screen, biochemical, fluorescence polarization; Protein arginine N-methyltransferase 1 (Homo sapiens), Q99873; recombinant PRMT1, activity-based probe fluorescence polarization; inhibition, % at 2.79 µM; 370,000 tested, 1.3% active; AID 652257, 2013;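 active = inhibition above about 21% made by adding two undisclosed values, limit read from the data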
GC-B act: human GC-B receptor activators, primary screen, HEK293 GC-B cells, cGMP TR-FRET, EC30 CNP. 0% at EC30 CNP, 100% saturating CNP. AID 1920062, 2024. 370,000 tested, 0.11% active. Atrial natriuretic peptide receptor 2 (Homo sapiens), P20594. activation, % at 10 µM;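 active = activation at 10 µM reaching about 35% in either raw or pattern-adjusted values, limit read from the data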
SIAE primary: human SIAE inhibitors, primary screen, biochemical, fluorescence polarization, FP-Rh probe, 1536-well HTS; 370,000 tested, 0.69% active; AID 1053197, 2014; Sialate O-acetylesterase (Homo sapiens), Q9HAT2; SIAE FP-Rh probe binding; inhibition, % at 9.66 µM;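 active = inhibition above a cutoff: mean of compounds within the control limits plus 3 SD of those, cut at about 17% in these data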;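 also: 0% = plate median of compound wells and 100% = probe without SIAE protein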
* hit, by the source's call; x = no result given. Only part of the results is shown; count on the stated rates, not on these rows.

SMILES	UHRF1 MBD2 ctr	rCAG binder	NPR1 activator	mABHD4 FP	HTRA1 inhibitor	MBD2 DNA inh	TCR CD3 inh	PRMT1 inh	GC-B act	SIAE primary
CC(C)[C@H](NC(=O)[C@@H]1Cc2c([nH]c3ccccc23)C2c3ccccc3C(=O)N21)C(=O)NCC1CCCO1 (stereo partly specified)	0	0	-3	10	-22	-6	3	-4	-3	-1
CCNC(=O)COC(=O)c1ccc(-c2nc3ccccc3s2)s1	1	-3	6	-2	-23	1	-3	-2	0	-5
C/C(=N\NC(=O)c1ccc(O)cc1)c1cccc(NC(=O)c2ccc(Cl)cc2)c1	-2	3	-4	-3	-7	2	8	-6	-1	-5
COCCn1c(SCC(=O)NC(=O)NC(C)(C)C)nc2ccccc21	-2	-5	0	-1	5	1	4	-3	4	1
Clc1ccccc1OCCCCN1CCCC1	3	-1	3	2	8	6	-5	1	-1	-6
O=C(N/N=C/c1ccccn1)c1ccc(Cl)cc1	0	0	2	-7	3	5	-5	5	4	5
O=C(CNc1cc(S(=O)(=O)N2CCCC2)ccc1OCC(F)(F)F)Nc1cccc(C(F)(F)F)c1	1	1	1	-22	-34	0	9	2	-1	-18
CCNc1nc(NCC)nc(C(=O)NN)n1	2	-2	5	15	3	1	8	1	2	-1
O=C(CNS(=O)(=O)c1ccc(Br)s1)NCc1ccccc1	-1	0	0	4	-7	-1	1	-2	5	1
CCCC(C)C(=O)NCc1ccncc1 (stereo unspecified)	4	-5	-3	0	-1	5	-5	4	1	-3
CCN(CC)S(=O)(=O)c1ccc(NC(=O)c2ccc(N3CCCC3=O)cc2)cc1	0	2	0	0	-2	1	-1	0	3	2
CSc1ncccc1C(=O)OCc1ccccc1	-2	-3	-9	1	-9	-1	3	-1	-16	-5

A draw from above in order of length of the SMILES, lowest first.
SMILES	UHRF1 MBD2 ctr	rCAG binder	NPR1 activator	mABHD4 FP	HTRA1 inhibitor	MBD2 DNA inh	TCR CD3 inh	PRMT1 inh	GC-B act	SIAE primary
CCNc1nc(NCC)nc(C(=O)NN)n1	2	-2	5	15	3	1	8	1	2	-1
O=C(N/N=C/c1ccccn1)c1ccc(Cl)cc1	0	0	2	-7	3	5	-5	5	4	5
CC(C)[C@H](NC(=O)[C@@H]1Cc2c([nH]c3ccccc23)C2c3ccccc3C(=O)N21)C(=O)NCC1CCCO1 (stereo partly specified)	0	0	-3	10	-22	-6	3	-4	-3	-1

Later entries.
SMILES	UHRF1 MBD2 ctr	rCAG binder	NPR1 activator	mABHD4 FP	HTRA1 inhibitor	MBD2 DNA inh	TCR CD3 inh	PRMT1 inh	GC-B act	SIAE primary
CCN(CCn1cccn1)Cc1nc(Cc2cccc(F)c2)no1	0	-5	-4	0	-1	0	0	-5	2	8
O=C(COC(=O)C1CC1)NCCNC(=O)COC(=O)C1CC1	0	-1	6	6	6	-6	4	1	3	4
Cc1ccc(CNCCCn2cnc3c(OCc4ccccc4)ncnc32)o1	-3	2	-10	3	14	3	3	0	-15	1
O=C(NC1CCCCC1)C1CCN(C(=O)NCc2ccccc2)CC1	-1	-3	4	4	6	1	-6	4	4	4
CC(C)CNC(=S)NNC(=O)c1ccc2c(c1)OCO2	-1	5	-2	-3	-1	-1	2	-1	-2	4
COc1ccc(-n2c(-c3ccc(Cl)cc3Cl)n[nH]c2=S)c(OC)c1	-3	11	0	-2	5	1	3	3	2	-1
COc1cccc(NC(=O)CSc2nnc(NC(=O)c3ccco3)s2)c1	-4	4	-1	5	-1	-2	3	-2	0	-1
O=C(Cn1[nH]c(=O)c2ccccc2c1=O)OCC(=O)N1CCc2ccccc2C1	-4	-3	3	-1	3	3	-1	-3	-6	5
CCn1c(SCC(=O)NNC(=O)c2ccc(OC)cc2)nnc1-c1cccnc1	2	-1	-1	4	-3	-2	6	-2	4	14
O=C(Cn1c(-c2ccccc2)noc1=O)Nc1ccc(N2CCCCCC2)cc1	2	13	2	10	7	1	2	3	-5	3
COc1ccccc1Nc1ncnc2c1c(C)c(C)n2CCO	-2	-4	-9	-4	-5	-5	-4	-5	0	5
COc1ccc(S(=O)(=O)n2nc(OC(=O)c3ccc(C)cc3)cc2N)cc1	-3	2	37	-4	7	1	1	1	-1	0
COc1ccccc1CCc1nnc(CCC(=O)NC(C)Cn2nc(C)cc2C)o1 (stereo unspecified)	-1	-11	3	2	9	-1	8	-2	-6	5
O=c1c2ccccc2nc(SCc2cc(F)cc3c2OCOC3)n1Cc1ccco1	1	1	-29	5	4	-4	-1	0	4	-2
CC[C@]12c3[nH]c4cc(-c5ccco5)ccc4c3CCN1C(=O)[C@@H](CC(=O)NCc1ccco1)C[C@@H]2C(=O)N1CCN(C(=O)C2CC2)CC1	3	12	4	-6	1	3	-3	13	3	-11
CCN(c1ccccc1)S(=O)(=O)c1ccc(C(=O)Nc2nnc(CSC)o2)cc1	-4	33	-2	-1	2	-4	0	-2	0	-9
CCN(CC)S(=O)(=O)c1ccc(C(=O)NC2=C(C(=O)OC)SCC2)cc1	0	-2	1	4	-10	-1	1	5	1	2
CC(C)n1cc(/C=C2\NC(=O)N(c3cccc(Cl)c3)C2=O)c2ccccc21	3	7	8	2	2	1	-5	-1	0	5
Cc1cc(C)cc(NC(=O)c2sc3nc4n(c(=O)c3c2C)CCC4)c1	2	0	-1	0	-13	-3	6	0	-6	-6
Cc1cccc(NC(=O)CN2CCSc3ccccc32)c1	1	2	5	-5	0	4	-5	7	2	-2
Cc1cc(NC(=O)c2ccc(S(=O)(=O)N3CCOCC3)cc2)nc2c1c(=O)oc1ccccc12	-2	3	4	-6	x	0	-1	4	0	-3
O=C(Nc1nnc(-c2ccc(Cl)cc2)o1)c1nc2ccccc2s1	-2	10	3	1	2	1	4	4	-1	0
COc1cc(C(=O)NNC(=O)CN2C(=O)NC3(CCCC3)C2=O)cc(OC)c1OC	-1	2	2	1	6	-1	4	-2	4	3
N#CC1=C(N)N(c2ccccc2Sc2ccccc2)C(=O)C1	-2	27	-5	-5	-19	-5	2	2	-8	-6
CC(C)c1nc2cc(C(=O)N(C)Cc3ccc(F)cc3)ccc2o1	1	-6	-1	-9	-1	-4	-9	-6	0	-2
Cc1ccc(NC(=O)CCC(=O)NNS(=O)(=O)c2ccccc2)cc1C	4	3	-1	-3	-3	7	3	0	1	-3
Cc1c(C)[n+](=O)c2c(n1[O-])CCC2	0	4	0	2	0	0	2	-3	10	5
CC(C)C[C@H](NC(=O)c1[nH]cnc1C(=O)N[C@@H](Cc1ccccc1)C(=O)OC(C)(C)C)C(=O)OCc1ccccc1	-1	6	1	-27	-21	-3	0	0	11	-17
COc1ccc(-n2nnnc2SCC(N)=O)cc1	0	0	3	2	9	3	-2	-2	1	0
CCN(CC)S(=O)(=O)c1ccc(NC(=O)c2cccnc2Cl)c(NC(=O)c2cccnc2Cl)c1	1	-2	-10	-3	x	3	10	2	-4	-3
Cc1c(Nc2nc3ccccc3n3cnnc23)cccc1[N+](=O)[O-]	-3	-3	2	-2	-3	-6	2	1	34	1
CC12CCC(C1)C(C)(C)C2NS(=O)(=O)c1ccc(F)cc1 (stereo unspecified)	1	-2	4	-5	-15	-1	0	-5	0	-7
CCOC(=O)N[C@@H](Cc1cccnc1)C(=O)N1CCC[C@H]1C(=O)NCCc1ccccc1Cl	2	1	1	2	x	2	3	0	1	1
O=C(NC1CCN(C(=O)N2c3ccccc3Sc3ccccc32)CC1)c1ccccc1Cl	-3	-3	-18	11	-31	2	5	-2	-6	7
Cc1ccc(S(=O)(=O)N2C[C@H]3C(=O)C[C@@H](c4cccc(C)c4)N(S(=O)(=O)c4ccc(C)cc4)[C@H]3C[C@H]2c2ccccc2)cc1	1	9	5	2	x	5	-2	-4	-3	-12
Clc1ccc(-c2nc3ccc(Br)cn3c2Cc2cccc(Cl)c2)cc1	-4	38*	11	-93	x	-6	-2	1	7	-18
NC(=O)c1sc2nc3c(c(-c4ccc(Cl)cc4)c2c1N)CCCC3	0	10	-2	-3	4	-5	13	7	11	6
N/C(=N\OC(=O)c1ccc2c(c1)OCO2)c1ccc(Br)cc1	-1	-1	6	-4	2	0	3	-3	-2	7
CCOC(=O)N1CCC(NC(=O)Cn2nc(Cc3ccncc3)c3ccccc3c2=O)CC1	4	0	3	0	-1	3	-1	4	2	1
O=C(CCCOc1ccccc1)Nc1ccc(Cl)c(S(=O)(=O)N2CCOCC2)c1	1	3	-3	-12	-12	6	5	-4	-2	-2
Cc1cccc(N2CCN(c3ccc4cc(S(=O)(=O)N5CCCCC5)ccc4n3)CC2)c1C	23*	1	1	6	2	11	0	2	11	3
Cc1csc(NC(=O)CN2C(=O)c3ccccc3C2=O)c1C(N)=O	0	3	3	2	x	1	-2	-1	0	5

A draw from above in order of length of the SMILES, high to low:
SMILES	UHRF1 MBD2 ctr	rCAG binder	NPR1 activator	mABHD4 FP	HTRA1 inhibitor	MBD2 DNA inh	TCR CD3 inh	PRMT1 inh	GC-B act	SIAE primary
Cc1ccc(S(=O)(=O)N2C[C@H]3C(=O)C[C@@H](c4cccc(C)c4)N(S(=O)(=O)c4ccc(C)cc4)[C@H]3C[C@H]2c2ccccc2)cc1	1	9	5	2	x	5	-2	-4	-3	-12
CC(C)C[C@H](NC(=O)c1[nH]cnc1C(=O)N[C@@H](Cc1ccccc1)C(=O)OC(C)(C)C)C(=O)OCc1ccccc1	-1	6	1	-27	-21	-3	0	0	11	-17
CCOC(=O)N[C@@H](Cc1cccnc1)C(=O)N1CCC[C@H]1C(=O)NCCc1ccccc1Cl	2	1	1	2	x	2	3	0	1	1
Cc1cccc(N2CCN(c3ccc4cc(S(=O)(=O)N5CCCCC5)ccc4n3)CC2)c1C	23*	1	1	6	2	11	0	2	11	3
CCOC(=O)N1CCC(NC(=O)Cn2nc(Cc3ccncc3)c3ccccc3c2=O)CC1	4	0	3	0	-1	3	-1	4	2	1
O=C(NC1CCN(C(=O)N2c3ccccc3Sc3ccccc32)CC1)c1ccccc1Cl	-3	-3	-18	11	-31	2	5	-2	-6	7
O=C(CCCOc1ccccc1)Nc1ccc(Cl)c(S(=O)(=O)N2CCOCC2)c1	1	3	-3	-12	-12	6	5	-4	-2	-2
Clc1ccc(-c2nc3ccc(Br)cn3c2Cc2cccc(Cl)c2)cc1	-4	38*	11	-93	x	-6	-2	1	7	-18
Cc1csc(NC(=O)CN2C(=O)c3ccccc3C2=O)c1C(N)=O	0	3	3	2	x	1	-2	-1	0	5
N/C(=N\OC(=O)c1ccc2c(c1)OCO2)c1ccc(Br)cc1	-1	-1	6	-4	2	0	3	-3	-2	7
COc1ccc(-n2nnnc2SCC(N)=O)cc1	0	0	3	2	9	3	-2	-2	1	0
